TNAP pNPP inh = human TNAP enzyme inhibitors, primary screen, biochemical, colorimetric, p-nitrophenol readout; purified TNAP, pNPP hydrolysis, absorbance 405 nm; Alkaline phosphatase, tissue-nonspecific isozyme (Homo sapiens), P05186; inhibition, % at 20 µM; AID 615, 2007; 21,000 tested, under 10 active;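 note: 0% = DMSO only wells and 100% = 1 mM levamisole wells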
Target sequence (P05186 whole entry, looked up): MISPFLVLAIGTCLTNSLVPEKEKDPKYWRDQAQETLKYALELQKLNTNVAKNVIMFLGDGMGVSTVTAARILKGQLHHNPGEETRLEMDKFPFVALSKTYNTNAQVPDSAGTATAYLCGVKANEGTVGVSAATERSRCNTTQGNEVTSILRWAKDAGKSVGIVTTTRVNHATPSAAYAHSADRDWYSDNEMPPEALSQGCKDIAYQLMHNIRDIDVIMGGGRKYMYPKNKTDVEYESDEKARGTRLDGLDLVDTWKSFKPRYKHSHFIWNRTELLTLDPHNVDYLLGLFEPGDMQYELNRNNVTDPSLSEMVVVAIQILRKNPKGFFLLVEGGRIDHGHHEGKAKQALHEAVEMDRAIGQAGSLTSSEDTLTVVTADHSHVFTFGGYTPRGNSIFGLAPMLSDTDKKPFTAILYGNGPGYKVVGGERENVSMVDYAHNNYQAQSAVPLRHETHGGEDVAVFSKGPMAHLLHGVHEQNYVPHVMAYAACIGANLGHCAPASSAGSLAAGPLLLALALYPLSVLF
TNAP Pi inh = human TNAP enzyme inhibitors, primary screen, biochemical, colorimetric, phosphate release readout | Alkaline phosphatase, tissue-nonspecific isozyme (Homo sapiens), P05186 | purified TNAP, pNPP, malachite green phosphate absorbance | inhibition, % at 20 µM | 21,000 tested, under 10 active | AID 614, 2007
* hit, by the source's call.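 Rule for the calls: active = inhibition above 50% at the 20 µM single-dose screen; inactive = the rest.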 Only part of the results is shown; rates above refer to the full screens.

cpd | TNAP pNPP inh | TNAP Pi inh | structure
1 | -0.6 | -2.0 | CC1CN(c2oc(-c3ccccc3Cl)nc2C#N)CC(C)O1 (centres undefined)
2 | 2.9 | 8.4 | COc1ccc(-c2c3c(=O)n(C)c(=O)n(C)c3cn2Cc2cccnc2)cc1
3 | 3.5 | 15.8 | O=C(O)CC(c1ccccc1)c1ccccc1
4 | 4.3 | 8.1 | Cc1ccc(OCC(=O)Nc2ccc(-c3nc4ncccc4o3)cc2)cc1
5 | -8.9 | -0.2 | COc1cc(C(=O)O)nc2ccccc12
6 | 6.0 | 6.0 | O=C(NCCc1ccccc1)c1cccnc1N1CCCCCC1
7 | -0.6 | 7.4 | COc1ccc(S(=O)(=O)N2CCN(S(=O)(=O)c3ccc(C(F)(F)F)cc3)CC2)cc1C
8 | 4.5 | -7.9 | CN(CCCCCNC(=O)/C=N/O)Cc1ccccc1

Going on with the list.
cpd | TNAP pNPP inh | TNAP Pi inh | structure
9 | 3.5 | 0.7 | CC(=O)n1c2ccccc2c2nc(NC(C)C)sc21
10 | -3.8 | -26.7 | Cc1cccc(-n2nnnc2SCn2nnc3ccccc3c2=O)c1
11 | 2.6 | 10.5 | O=C(c1ccco1)N1CCN(c2ncnc3sc4c(c23)CCC4)CC1
12 | -7.2 | 4.4 | CCN(CC)c1ccc2c(C)c(-c3ccc(N)cc3)c(=O)oc2c1
13 | 3.6 | 10.1 | O=C(c1c(F)c(F)c(F)c(F)c1F)N1CCN(c2cccc(C(F)(F)F)c2)CC1
14 | 2.2 | 6.6 | O=C(Nc1ccc(F)cc1)N1CCC(c2nc3c(nnn3Cc3cccc(Cl)c3)c(=O)[nH]2)CC1
15 | 1.4 | 6.7 | COc1ccc(N2CCN(c3oc(-c4ccccc4OC)nc3C#N)CC2)cc1
16 | -7.8 | -0.6 | CC(=O)NS(=O)(=O)c1ccc(NS(=O)(=O)c2ccc(F)cc2)cc1

(list continues)
cpd | TNAP pNPP inh | TNAP Pi inh | structure
17 | 5.7 | 8.9 | O=C(NCc1ccco1)C(C(=O)c1ccccc1)n1ccccc1=O (centres undefined)
18 | 6.8 | 23.1 | Cc1ccsc1C(=O)OCC(=O)N1CCOCC1
19 | 0.4 | 4.6 | CCCOC(=O)CSC1=C(C#N)C(c2ccc3c(c2)OCO3)CC(=O)N1 (centres undefined)
20 | 6.8 | 14.2 | CCn1c(SCC(=O)Nc2cc(C)on2)nnc1-c1cccnc1
21 | -5.6 | -2.6 | Cc1ccsc1C(=O)N1CC(=O)Nc2ccccc21
22 | 6.9 | 6.3 | O=C(CNS(=O)(=O)c1ccc(F)cc1)N1CCN(c2ccc(F)cc2)CC1
23 | 5.3 | 8.1 | CC(=O)Nc1ccc(N(C(=O)c2cnccn2)C(C(=O)NC2CCCCC2)c2ccc(O)cc2)cc1 (centres undefined)
24 | 3.0 | 13.5 | CCOc1ccc2nc(-c3ccccc3)[nH]c2c1

Continued.
cpd | TNAP pNPP inh | TNAP Pi inh | structure
25 | 3.9 | 17.9 | COCCNC(=O)c1ccccc1NC(=O)CN(c1ccc2c(c1)OCO2)S(C)(=O)=O
26 | 0.8 | 7.5 | COc1cc(-c2nnc(-c3ccncc3)o2)ccc1OCc1ccccc1
27 | 6.5 | 21.6 | O=C(Nc1ccccc1)NC1(C(=O)NCc2ccc3c(c2)OCO3)CCCCC1
28 | 1.9 | 2.2 | Cc1c(C(=O)O)sc(=S)n1-c1ccccc1
29 | -8.6 | -3.0 | c1ccc(-c2noc(-c3cccc4ccccc34)n2)cc1
30 | 7.2 | 19.7 | COc1ccc2nc(C)cc(SCC(=O)O)c2c1
31 | -1.3 | 4.6 | COc1ccc(CC/C(=N\O)C2(O)CCCCC2)cc1
32 | 1.1 | 7.4 | CC(C)n1c(SCC(=O)N2CCCC2)nc2c1c(=O)n(C)c(=O)n2C

Part of the list above, reformatted:
(28) Cc1c(C(=O)O)sc(=S)n1-c1ccccc1
(29) c1ccc(-c2noc(-c3cccc4ccccc34)n2)cc1
(30) COc1ccc2nc(C)cc(SCC(=O)O)c2c1
(31) COc1ccc(CC/C(=N\O)C2(O)CCCCC2)cc1

| assay / entry | 28 | 29 | 30 | 31 |
| --- | --- | --- | --- | --- |
| TNAP pNPP inh | 1.9 | -8.6 | 7.2 | -1.3 |
| TNAP Pi inh | 2.2 | -3.0 | 19.7 | 4.6 |

(listing goes on)
cpd | TNAP pNPP inh | TNAP Pi inh | structure
33 | 6.9 | 7.7 | COc1cccc(C(=O)Nc2ncc3c(n2)CC(C)(C)CC3=O)c1
34 | -4.2 | 3.9 | CCc1c(C)sc(NC(=O)CC#N)c1C#N
35 | 7.6 | 10.7 | Cc1cc(C)n(-c2nc3c(c(=O)[nH]c(=O)n3C)n2CC(O)c2ccccc2)n1 (centres undefined)
36 | 5.4 | 7.7 | CCSc1nc(O)c(C2OC(=O)c3c2ccc(OC)c3OC)c(=O)n1CC (centres undefined)
37 | 3.9 | 6.4 | O=S(=O)(c1ccccc1)N1CCN(Cc2ccccc2C(F)(F)F)CC1
38 | 3.7 | -20.2 | COc1cc(C(=O)Nc2nnc(CC(=O)N3CCOCC3)s2)cc(OC)c1OC
39 | -1.4 | 15.6 | CC(C)CCn1c(SCCc2ccccc2)nc2c1c(=O)[nH]c(=O)n2C
40 | -1.4 | -2.7 | O=S(=O)(NCc1cccs1)c1cccc(S(=O)(=O)N2CCCCC2)c1

The listing continues.
cpd | TNAP pNPP inh | TNAP Pi inh | structure
41 | 5.0 | 7.6 | O=C(O)CCc1nc(-c2ccc(Cl)cc2)no1
42 | 3.5 | -18.5 | COc1cc2c(cc1OC)CN(C(=O)c1cccs1)CC2
43 | 5.0 | 12.1 | CCOc1ccc(N2CC(C(=O)NCCCN3CCOCC3)CC2=O)cc1 (centres undefined)
44 | 2.2 | -26.3 | Cc1nc(N)sc1-c1csc(Nc2ccccc2)n1
45 | -1.0 | 2.1 | CC(=O)C(Sc1nc(N2CCOCC2)nc(N2CCOCC2)n1)C(=O)Nc1ccccc1 (centres undefined)
46 | 1.9 | 6.0 | CCCCC(CCC(=O)Nc1ccc(C(=O)OCC)cc1)C(=O)O (centres undefined)
47 | -1.7 | 5.5 | CCCCCc1c(C)nc(Nc2ccc(F)cc2)[nH]c1=O
48 | 3.2 | -0.9 | Cn1c(=O)c2c(nc(Oc3ccc4c(c3)OCO4)n2Cc2ccc(Br)cc2)n(C)c1=O

Compounds listed so far with two or more sulfur atoms (five):
cpd | TNAP pNPP inh | TNAP Pi inh | structure
7 | -0.6 | 7.4 | COc1ccc(S(=O)(=O)N2CCN(S(=O)(=O)c3ccc(C(F)(F)F)cc3)CC2)cc1C
16 | -7.8 | -0.6 | CC(=O)NS(=O)(=O)c1ccc(NS(=O)(=O)c2ccc(F)cc2)cc1
28 | 1.9 | 2.2 | Cc1c(C(=O)O)sc(=S)n1-c1ccccc1
40 | -1.4 | -2.7 | O=S(=O)(NCc1cccs1)c1cccc(S(=O)(=O)N2CCCCC2)c1
44 | 2.2 | -26.3 | Cc1nc(N)sc1-c1csc(Nc2ccccc2)n1

Carrying on.
cpd | TNAP pNPP inh | TNAP Pi inh | structure
49 | 1.7 | 6.4 | CCOc1ccc(-c2nc(-c3ccccc3C)no2)cc1
50 | 3.7 | 5.4 | CCOC(=O)COc1ccc(S(=O)(=O)N2CCN(c3ccccc3F)CC2)cc1
51 | -0.7 | 11.3 | Cc1nnc(SCC(=O)NC(=O)NC(C)(C)C)n1N
52 | 4.0 | -9.4 | Cc1sc2ncn(CCC(=O)O)c(=O)c2c1C
53 | 4.8 | 7.8 | Cc1ccc(OCc2nnc(SCCN3CCOCC3)n2C)cc1
54 | -3.8 | -2.5 | CS(=O)(=O)N(CC(=O)NC1CCCCCC1)Cc1ccccc1
55 | 5.1 | -8.1 | Cc1csc(NC(=O)CSc2nnc(-c3ccc(S(=O)(=O)N4CCCC4)cc3)o2)n1
56 | 2.4 | 5.5 | CCCCOC(=O)C(C)Nc1n[nH]c(=O)[nH]c1=O (centres undefined)

Ordered by value in TNAP pNPP inh (falling): some entries from above
cpd | TNAP pNPP inh | TNAP Pi inh | structure
6 | 6.0 | 6.0 | O=C(NCCc1ccccc1)c1cccnc1N1CCCCCC1
52 | 4.0 | -9.4 | Cc1sc2ncn(CCC(=O)O)c(=O)c2c1C
46 | 1.9 | 6.0 | CCCCC(CCC(=O)Nc1ccc(C(=O)OCC)cc1)C(=O)O (centres undefined)

(next part)
cpd | TNAP pNPP inh | TNAP Pi inh | structure
57 | 6.1 | 19.6 | CC12CCC(c3c(C(=O)Nc4nccs4)nn(-c4ccccc4)c31)C2(C)C (centres undefined)
58 | -1.4 | 14.7 | CCC(=O)Nc1ccc(NC(=O)CSc2nnnn2CC)cc1C
59 | -6.9 | 9.3 | CCn1c(SCC(=O)N2CCCc3ccccc32)nnc1-c1c[nH]c2ccccc12
60 | -2.7 | -14.9 | COc1ccc(NC(=O)CC(=O)Nc2ccc(OC)cc2OC)c(OC)c1
61 | 5.1 | 16.3 | CCCc1nc2c(o1)CC(CC(C)SCC)CC2=O (centres undefined)
62 | 2.6 | -12.0 | CCOc1c(C#N)c(C#N)c2nc(C)cc(C)n12
63 | -7.7 | -6.6 | Cc1cccc2cc3c(NC(=O)CC(C)C)nn(C)c3nc12
64 | -9.6 | 0.7 | CCOc1ccccc1N(C(=O)CNC(=O)c1ccco1)C(C(=O)NC(C)(C)C)c1ccncc1 (centres undefined)

More compounds
cpd | TNAP pNPP inh | TNAP Pi inh | structure
65 | 2.4 | 10.1 | O=C(c1ccco1)N1CCC(n2nnc3ccccc32)CC1
66 | 6.4 | 15.6 | OC(COCc1ccccc1)CN1CCN(c2ccccc2)CC1 (centres undefined)
67 | 4.7 | 7.3 | CCOC(=O)N1CCN(S(=O)(=O)N(C)C)CC1
68 | 2.8 | 11.6 | c1ccc2c(c1)ncc1cccn12
69 | 2.1 | 4.6 | COc1cccc(OC)c1C(=O)Nc1ccc(NC(=O)c2ccco2)cc1

From PubChem BioAssay
